# Source: PubChem (The Scripps Research Institute Molecular Screening Center)
# ARFGAP1 inh = inhibits rat ARF GTPase activating protein 1; Q62848; actives 0.26% (n = 360,000); Arfgap1-stimulated ARF1 GTP hydrolysis, GDP FP detection; inhibition, % at 16.5 µM;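 active means inhibition above a per-plate limit, mean inhibition of low control wells plus 3 SD, cut at about 25% in these data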;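 further: 0% = DMSO wells with enzyme and 100% = wells lacking Arfgap1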
#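 System: truncated rat Arfgap1 GAP domain / Benchmarks: high control wells lacking Arfgap1, low control full reaction with DMSO / Times: compound-enzyme preincubation 20 min, reaction 120 min, detection 60 min, 25 °C / Repeats: one replicate per compound / Also added: human ARF1(Δ1-17)-GTP substrate / Measured by: Tracer-displacement fluorescence polarization with EDTA stop, 620/688 nm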
# PLCg1 inh = blocks human PLC-gamma1 enzyme activity; P19174; AID 720700; purified PLC-gamma1, fluorogenic substrate, fluorescence; inhibition, % at 12.2 µM; actives 0.84% (n = 370,000); in the data active means inhibition above about 9.5%
# ADAM17 inh = inhibits human ADAM17. P78536. recombinant ADAM17, EDANS/DABCYL FRET peptide cleavage. inhibition, % at 6.95 µM. actives 0.83% (n = 370,000). AID 720648;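 active means inhibition above the mean of compounds lying between control limits plus 3 SD, set per campaign, cut at about 8.5% in these data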;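 further: 0% = DMSO-only wells as the low control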
# Target sequence (P78536 215-824 limits assumed): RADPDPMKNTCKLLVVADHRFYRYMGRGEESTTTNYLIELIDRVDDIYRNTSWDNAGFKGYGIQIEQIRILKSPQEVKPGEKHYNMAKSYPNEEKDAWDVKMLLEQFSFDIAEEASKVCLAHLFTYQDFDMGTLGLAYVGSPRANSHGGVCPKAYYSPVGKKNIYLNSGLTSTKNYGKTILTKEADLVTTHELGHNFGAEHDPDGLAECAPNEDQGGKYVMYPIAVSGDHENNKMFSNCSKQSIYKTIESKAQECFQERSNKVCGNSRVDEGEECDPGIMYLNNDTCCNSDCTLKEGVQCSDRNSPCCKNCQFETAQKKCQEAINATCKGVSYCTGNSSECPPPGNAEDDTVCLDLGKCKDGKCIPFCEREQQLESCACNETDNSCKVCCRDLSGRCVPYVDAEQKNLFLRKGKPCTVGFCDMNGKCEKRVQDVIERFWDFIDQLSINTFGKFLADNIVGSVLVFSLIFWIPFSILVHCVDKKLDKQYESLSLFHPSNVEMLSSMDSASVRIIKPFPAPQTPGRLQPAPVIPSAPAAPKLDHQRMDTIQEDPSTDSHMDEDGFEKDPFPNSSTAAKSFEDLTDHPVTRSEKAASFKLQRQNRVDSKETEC
# PLC-beta3 inh = blocks human PLC-beta3 enzyme activity; Q01970; Purified PLC-beta3, fluorogenic substrate, fluorescence; inhibition, % at 12.2 µM; actives 0.18% (n = 370,000); AID 720704; in the data active means inhibition above about 11%;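 further: 0% = median of compound wells on plate and 100% = full blocker control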
# DDE Tn7 FP inh = DD(E)-Tn7 binding inhibition, primary FP screen; P02675; FP displacement of FITC-Tn7 peptide from fibrin DD(E); 0% = median of compound wells per plate; inhibition, % at 8.3 µM; actives 0.13% (n = 370,000); AID 720508;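 active means inhibition above the mean of compounds falling within the control limits plus 3 SD of them, cut at about 14% in these data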;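 further: 0% = plate median of compound wells and 100% = 10 µM Aha-Tn7 peptide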
# Target sequence (P02675 whole entry, looked up): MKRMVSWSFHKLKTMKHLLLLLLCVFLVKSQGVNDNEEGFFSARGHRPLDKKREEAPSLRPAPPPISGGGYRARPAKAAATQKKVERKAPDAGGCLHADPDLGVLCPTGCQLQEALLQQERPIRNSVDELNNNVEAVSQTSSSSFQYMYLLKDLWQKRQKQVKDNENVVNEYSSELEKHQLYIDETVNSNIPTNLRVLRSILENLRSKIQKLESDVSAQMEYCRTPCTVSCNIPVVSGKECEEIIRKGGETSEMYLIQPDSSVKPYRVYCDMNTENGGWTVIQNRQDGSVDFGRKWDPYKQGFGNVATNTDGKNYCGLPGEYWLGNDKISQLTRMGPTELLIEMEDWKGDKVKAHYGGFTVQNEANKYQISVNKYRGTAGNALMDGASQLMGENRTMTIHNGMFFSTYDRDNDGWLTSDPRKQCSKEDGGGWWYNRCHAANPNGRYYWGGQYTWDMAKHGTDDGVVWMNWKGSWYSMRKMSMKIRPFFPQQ
#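 Test system – human fibrin DD(E) · Times – 10 min preincubation, 3 h with tracer, room temperature · Detection – fluorescence polarization of the labelled Tn7 tracer · Measure – percent inhibition normalized to high-control wells · Benchmarks – high control wells with 10 µM unlabelled Aha-Tn7 peptide (full inhibition) · Repeats – singlicate testing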
# SIAE inh = blocks human sialic acid acetylesterase. Q9HAT2. SIAE FP-Rh probe binding, fluorescence polarization. inhibition, % at 9.66 µM. actives 0.69% (n = 370,000). AID 1053197;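 active means inhibition above a cutoff: mean of compounds within the control limits plus 3 SD of those, cut at about 17% in these data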;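 further: 0% = plate median of compound wells and 100% = probe without SIAE protein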
# TDP2 absorb = blocks human TDP2 phosphodiesterase activity; O95551; recombinant TDP2, T5PNP hydrolysis, p-nitrophenol absorbance 415 nm; inhibition, % at 12.8 µM; actives 0.34% (n = 370,000);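 active means inhibition above the mean of all tested compounds plus 3 SD, set per campaign, cut at about 25% in these data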;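 further: 0% = DMSO with enzyme and 100% = buffer with substrate but no TDP2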
#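 Evaluation: % inhibition relative to enzyme-containing and enzyme-free wells. Material: recombinant human TDP2. Benchmarks: enzyme-free and DMSO wells. Timing: enzyme reaction with compound for 2 h at 37 °C. Compound dosing: 12.8 µM only. Measured by: p-Nitrophenol epi absorbance. Reagent: T5PNP substrate at 5 mM, a TopII-DNA adduct mimic. Replication: single well per compound.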
# DDE Tn6 FP inh = disrupts Tn6 cyclic peptide binding to fibrin D-Dimer-E complex; P02675; Fibrin DD(E) TRITC-Tn6 fluorescence polarization displacement; inhibition, % at 8.3 µM; actives 0.21% (n = 370,000); AID 720509;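 active means inhibition above a per-campaign cutoff: mean of compounds within control limits plus 3 SD, cut at about 15% in these data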;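 further: 0% = median of all compound wells on the plate and 100% = blocking peptide control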
# ASAP1 inh = inhibitors of human ASAP1 ArfGAP activity | ASAP1-stimulated ARF1 GTP hydrolysis, GDP FP detection | Q9ULH1 | inhibition, % at 16.5 µM | actives 0.19% (n = 360,000); in the data active means inhibition above about 25%;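 further: 0% = vehicle with enzyme and substrate and 100% = no enzyme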
# ADAM10 inh = inhibits human ADAM10; O14672; recombinant ADAM10, EDANS/DABCYL FRET peptide cleavage, 3 h; inhibition, % at 7 µM; actives 0.62% (n = 370,000); AID 720582;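 active means inhibition above a per-campaign cutoff equal to the mean of compounds falling between control-based bounds plus 3 SD, cut at about 20% in these data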;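 further: 0% = DMSO wells while the 100% control is not disclosed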
# Starred values were filed as active, the others as inactive; x = no result given.
SMILES,ARFGAP1 inh,PLCg1 inh,ADAM17 inh,PLC-beta3 inh,DDE Tn7 FP inh,SIAE inh,TDP2 absorb,DDE Tn6 FP inh,ASAP1 inh,ADAM10 inh
C[C@H]1CN([C@@H](C)CO)C(=O)Cc2cc(NS(=O)(=O)c3ccc(Cl)cc3)ccc2O[C@@H]1CN(C)C(=O)Nc1cccc2ccccc12,6,-32,-36,-50,-6,6,3,-1,-2,-127
O=C(c1ccc(S(=O)(=O)N2CCOCC2)cc1)N1CCCc2ccccc21,0,6,2,0,-2,2,4,0,0,-2
Cc1ccc(-c2cnc3cc(C)nn3c2)cc1,16,-1,-4,-14,-5,7,-1,6,9,1
Cc1cc(C)c2nc(Nc3nc(CSc4nc5ccccc5[nH]4)cc(=O)[nH]3)nc(C)c2c1,1,-2,-6,-9,2,-5,2,-3,11,-13
O=C(COc1ccc(F)cc1)Nc1nnc(-c2ccncc2)s1,-10,-16,-25,-21,0,-2,11,-7,11,-97
S=C1SCCCN1Cc1ccc(Cl)cc1,11,2,-4,-6,7,-6,-2,-8,-5,-18
COc1ccc2c(OC)cc(-c3ccccc3)nc2c1,-5,-9,-14,-10,6,-2,4,1,3,-73
COc1cc2c(cc1OC)C[N+](C)(C)CC2,-2,-15,-10,-19,-5,-1,9,-1,3,-31
Cc1cc(NC(=O)CCC(=O)N(c2ccccc2)C2(C(=O)NC3CCCCC3)CCCC2)no1,-5,6,-1,1,1,-3,-9,5,1,8
Cc1c(CNC2CCCC2)c(C(=O)O)c(C)n1Cc1ccccc1,-2,-2,1,-4,2,1,-8,0,1,1
CC(=O)Nc1ccc(C(=O)/C=C/c2ccc[nH]2)cc1,6,-42,2,-65,-4,9,-2,-1,4,-6
Cc1nn(CC(=O)N2CCOCC2)c(=O)c2c1sc1ccccc12,-5,-2,-6,-5,-3,-2,2,9,-16,-18
Cc1ccc(OCC(=O)NNC(=O)Cn2c(=O)cnc3ccccc32)cc1,8,0,-2,-7,7,4,-5,14,1,-5
Cc1cc(C)cc(NC(=O)C(=O)NCc2ccccn2)c1,5,2,0,3,2,0,9,7,11,-3
COc1ccc(N2CCOCC2)c(NC(=O)c2cc3ccccc3o2)c1,9,-5,-2,-8,3,8,6,3,-3,-4
CN(C)c1ccc(/C=C2\N=C(c3ccc(Cl)c([N+](=O)[O-])c3)NC2=O)cc1,8,-3,-4,-2,-3,-24,-14,0,-4,1
O=S(=O)(Nc1ccc(Cl)cc1)c1cccc2cccnc12,4,4,0,-5,-1,12,-10,-1,5,10
Cc1oc(C(C)(C)C)cc1-c1cc(NC(=O)c2ccc([N+](=O)[O-])cc2)n[nH]1,4,5,4,-1,-7,2,-17,7,9,7
O=C(NCC1CC1)c1ccc2c3n(nc2c1)-c1ccc(Cl)cc1CO3,0,-66,-15,-100,-4,-2,3,-4,-11,-62
Cc1cccc(NC(=O)c2ccc3c(c2)C(=O)N(Cc2cccnc2)C3=O)c1C,6,-2,-3,-6,4,1,12,10,-5,-1
CN(C)CCCNC(=O)c1ccc(Cl)c(S(=O)(=O)N2CCCCCC2)c1,-4,1,-3,-3,6,1,7,4,13,-1
O=C1CN(C(=O)CSc2nc3c(cnn3-c3ccccc3)c(=O)[nH]2)c2ccccc2N1,11,1,6,-4,-5,-10,-10,-3,13,-2
Cc1ccc(NC(=O)c2ccc(OCC3CCCO3)cc2)c(C)c1 (stereo not drawn),4,2,1,4,1,4,-9,1,1,-3
Cc1cc(S(=O)(=O)N2CCOCC2)ccc1OCC(=O)N1CCOCC1,-5,1,-5,-6,2,4,10,-4,-5,-3
O=C(c1ccco1)n1c(=S)nc2ccccn21,7,-4,-7,-7,1,-4,-2,-5,5,-10
COc1ccc(NC(=O)COc2ccc(-n3cnnn3)cc2)cc1OC,10,0,-2,-7,8,17,-5,7,-11,-2
CC(C)=CC(=O)Nc1cccc(S(=O)(=O)NC2=NCCCCC2)c1,1,-3,-3,-6,0,-2,4,1,4,-10
CCOC(=O)CC(S(=O)(=O)c1ccccc1)S(=O)(=O)c1ccccc1,7,4,-3,-1,2,0,2,-4,-13,-15
CCC(C(=O)NCCCN1CCN(C)CC1)n1nc(C)n2c(cc3occc32)c1=O (stereo not drawn),11,0,0,-8,-7,3,-8,-8,0,-9
Nc1nnc(CCCCCCCCCCc2nnc(N)s2)s1,-3,3,0,-2,-6,0,12,0,-12,-3
COc1cc(OC)c(C(=O)Nc2ncn[nH]2)cc1OC,1,-7,-5,-11,1,-9,-17,0,0,-26
COC(=O)CNC(=O)c1sc2ncn(CC(=O)Nc3ccc(C)c(Cl)c3)c(=O)c2c1C,6,-3,-1,-6,-1,-13,3,3,14,2
O=C(CS(=O)(=O)c1c[nH]c2ccccc12)N1CCCCCC1,7,2,0,-4,1,-1,0,-5,-2,-1
O=C(NC1CCCCC1)C1CCCN(S(=O)(=O)c2ccc(F)cc2)C1 (stereo not drawn),-3,-2,-2,-7,-1,2,1,4,-7,1
CN(c1ccc(F)cc1)S(=O)(=O)c1ccc(Cl)c(C(=O)OCC(=O)NC2CC2)c1,0,-5,0,-5,-6,-1,-2,-1,5,-4
CCOc1cc(CNCc2ccccn2)ccc1OCC(=O)NC1CCCCC1,12,0,-5,1,-1,1,12,-1,5,-11
Cc1nnc(NC(=O)CSc2nnc3scc(-c4ccc(C)c(C)c4)n23)s1,-1,3,1,2,3,4,-6,7,-3,-1
Cc1ccc(C(=O)NCC(=O)Nc2ccc3c(c2)CCC3)cc1,6,2,-6,-4,-1,-4,7,-4,-9,-10
O=C1NC(=O)C2(CCCC2C(=O)O)N1 (stereo not drawn),4,2,-5,0,-8,3,5,6,-5,-7
O=C(Nc1cccc(Oc2ccccc2)c1)c1ccc(-n2cncn2)c2ccoc12,16,1,-1,-2,1,-5,3,-11,4,2

# An excerpt from above in order of their number in ARFGAP1 inh, largest number first:
molecule,ARFGAP1 inh,PLCg1 inh,ADAM17 inh,PLC-beta3 inh,SIAE inh,TDP2 absorb,DDE Tn6 FP inh,ASAP1 inh,ADAM10 inh
Cc1ccc(-c2cnc3cc(C)nn3c2)cc1,16,-1,-4,-14,7,-1,6,9,1
Nc1nnc(CCCCCCCCCCc2nnc(N)s2)s1,-3,3,0,-2,0,12,0,-12,-3
Cc1nn(CC(=O)N2CCOCC2)c(=O)c2c1sc1ccccc12,-5,-2,-6,-5,-2,2,9,-16,-18

# (next part)
SMILES,ARFGAP1 inh,PLCg1 inh,ADAM17 inh,PLC-beta3 inh,DDE Tn7 FP inh,SIAE inh,TDP2 absorb,DDE Tn6 FP inh,ASAP1 inh,ADAM10 inh
COC(=O)c1cc2c(c3c4ccccc4n(S(=O)(=O)c4ccc(OC)cc4)c13)C(=O)N(Cc1ccco1)C2,0,-38,-3,-46,3,-8,-1,-1,-5,-31
CCn1c(CNc2ccc(Cl)cc2)nnc1SCc1ccccc1,-3,5,3,4,-2,9,0,5,5,12
CC(C)(C)NC(=O)COC(=O)Cc1ccc(Cl)cc1,8,1,-3,3,-2,-1,-7,-1,-13,-5
COc1ccc(C(C)=O)cc1CSc1ccc(S(=O)(=O)N2CCOCC2)cn1,0,1,0,-4,-2,2,-10,-2,-2,5
Cc1cc(C(=O)CN2C(=O)NC3(CCCc4sccc43)C2=O)c(C)n1-c1ccccc1 (stereo not drawn),-3,5,3,-5,-1,-7,-3,-5,4,8
c1ccc(-n2nnnc2SCc2cn3ccccc3n2)cc1,11,0,-5,-2,2,-1,4,-6,-10,-3
CCCCc1c(O)c2cccc3c2n(c1=O)CCC3,-3,-3,-4,-10,-4,-6,-4,-4,-13,-13
COc1ccc(Br)cc1CN(C)CC(=O)NCCc1ccc(S(N)(=O)=O)cc1,-8,-2,-2,-5,1,-5,11,5,-15,-2
CC(C)C[C@H]1CN=C(Nc2ccccc2)N1CCC1CCCC1,-4,1,-1,3,0,6,-7,-4,0,-11
Cc1ccc(S(=O)(=O)NCc2ccccc2)cc1C(=O)N1CCN(c2ccccc2)CC1,-8,2,2,0,1,-4,-1,4,0,-11
Cc1ccccc1Cc1n[nH]c(=S)n1N,-6,-2,-6,0,-1,8,7,3,-1,-7
COc1ccc2[nH]c3c(N4CCN(Cc5ccc6c(c5)OCO6)CC4)ncnc3c2c1,9,-316,-113,-426,4,3,-3,-4,-11,-334
O=C(C1COc2ccccc2O1)N1CCN(Cc2ccccc2)CC1 (stereo not drawn),3,-1,-4,-3,4,-5,-5,-4,-8,-6
Cc1cc(Br)cc(C=Nc2ccc(N3CCOCC3)cc2)c1O,-12,-46,-1,-78,-2,9,34*,-8,7,-1
Cc1cccc(Nc2ncnc3c2cnn3Cc2ccccc2)c1,11,-10,2,-12,-8,-8,0,-1,12,6
NC(=O)c1ccc(N2CCCCCC2)c([N+](=O)[O-])c1,-7,0,0,0,4,-11,-7,7,11,5
CCC(=O)c1ccc(OCc2ccccc2)c(OC)c1,-1,1,-4,1,2,-2,-6,-4,8,-11
O=C(O)CC(C(=O)O)C(c1ccccc1)c1ccccc1 (stereo not drawn),2,3,1,-1,1,-2,-6,2,6,-9
CCOCCCNC(=S)N(Cc1ccccc1)Cc1nc2ccccc2c(=O)[nH]1,-8,-30,-76,-40,-3,4,-16,-2,-6,-324
CC(C)(C)c1ccccc1NC(=O)C1=COCCO1,16,-2,-5,-1,-7,-5,8,5,9,1
CCC(=O)N1c2ccccc2C(N(C(C)=O)c2ccccc2)CC1C (stereo not drawn),-5,4,4,0,-1,4,7,1,3,2
CCCCCCCCN1C(=O)[C@H](CC(=O)NCCCC)C[C@@]2(C(=O)OC)CCCCC=C12,-2,-1,-2,0,-6,1,4,-7,2,-5
COc1ccc(CN2C(=O)CSCCC2(C)c2nnnn2-c2c(C)cccc2C)cc1 (stereo not drawn),x,0,-6,-1,4,3,2,-4,x,-9
CSc1cccc(NC(=S)NCCCN2CCN(c3ccc(F)cc3)CC2)c1,-9,0,-1,-4,1,8,5,8,1,1
CC(=O)Nc1ccc(NC(=O)CSc2nnc3c4ccccc4n(C)c3n2)cc1,8,0,-3,-2,8,2,1,3,12,-6
COc1ccc(C(=O)N/C(=C\c2cn(C)c3ccccc23)C(=O)NCCCn2ccnc2)cc1,3,-2,6,-10,-3,14,14,1,2,-6
Cc1cc(C(=O)CN2C(=O)NC3(CCCCC3)C2=O)c(C)n1C,1,-3,-5,-8,-2,7,9,0,1,-8
COCCn1c(=NC(=O)CCS(=O)(=O)c2ccccc2)sc2cc(C)ccc21,-4,-7,-5,-18,0,-5,10,3,-8,-4
